Compound activity from PubChem.
NCI-60 one-dose screen, 48 h, at 10 µM unless noted. Numbers give growth in % (100 = growth as untreated, 0 = no growth, -100 = all killed).
MCF7 = MCF7 breast cancer. hit rate 6.3% among 82,000
K-562 = K-562 leukemia; hit rate 7.4% among 78,000
T-47D = T-47D breast cancer; hit rate 5% among 79,000; AID 1794792
SR = SR leukemia cells | hit rate 8.7% among 73,000
HS 578T = HS 578T breast cancer. hit rate 4.1% among 78,000
MDA-MB-468 = MDA-MB-468 breast cancer | hit rate 8.5% among 78,000
BT-549 = BT-549 breast cancer. hit rate 4.4% among 78,000. AID 1794793
MDA-MB-231 = MDA-MB-231 breast cancer | hit rate 5% among 81,000
* = called active by the depositor; x = no result given; & = joins results of further samples; [ ] = dose if it differs, or a comment. The calls were made as follows: active = growth percent below 10; inactive = the rest.

SMILES	MCF7	K-562	T-47D	SR	HS 578T	MDA-MB-468	BT-549	MDA-MB-231
Cc1cc2nc(SCC(=O)O)[nH]c2cc1C	107	108	100	x	93	95	100	102
CN1C(=O)/C(=C/c2nc(-c3ccccc3F)n3ccccc23)c2cc(F)ccc21	82	108	98	91	114	98	118	68
COc1ccccc1NC(=O)c1ccccc1C	92	126	x	115	96	101	88	102
C#CCOc1ccc(/C=N/Nc2nc(-c3cc(Cl)ccc3Cl)cs2)cc1	9.6*	79	37	88	98	26	x	85
C/C(=N\N)c1nnn(-c2ccc(Cl)cc2)c1C	94	105	103	109	104	96	103	96
CC1(C)N=C(N)N=C(N)N1c1cccc(C#N)c1	52	21	100	x	88	x	82	78
Clc1ccc(-n2cnc3c(Cl)ncnc32)cc1Cl	90	61	82	20	x	48	90	87
O=C(Nc1ccc(Cl)cc1)Oc1ccc(Cl)cc1C(=O)c1ccccc1	99	92	92	72	94	69	110	107
Cc1cccc(-n2ncc3c(=O)[nH]c(-n4nc(C)cc4NC(=O)c4cc5ccccc5o4)nc32)c1	94	88	95	84	110	114	97	90
O=C(Nc1cccc(Br)c1)Oc1cccc2cccnc12	93	109	92	10[100 µM]	110	103	90	98
NC1(C(=O)O)CCCCC1	99	113	99	116	105	92	x	105
CCCCCC/C=C\CCCCCCCCOc1ccc(CCOP(=O)(O)OCC[N+](C)(C)C)cc1	79	75	x	51	89	85	91	88
COc1cc2c(c(OC)c1OC)CCC(c1cccc(C(=O)Nc3ccccc3)c1)O2 (configuration not stated)	82	63	68	67	74	87	80	37
CC(C)(Sc1cc(C(C)(C)C)c(O)c(C(C)(C)C)c1)Sc1cc(C(C)(C)C)c(O)c(C(C)(C)C)c1	90	91	105	96	105	107	104	116
CCCCCCCCCCCCCCCCCc1nc(-c2cc(OC)c(OC)c(OC)c2)no1	94	99	102	120	105	101	103	105
O=C(N/N=C1\c2ccccc2-c2cccc(C(=O)O)c21)c1ccc(O)cc1	x	105	104	110	82	91	84	92
O=c1[nH]c2ccc(Oc3ncccn3)cc2c(=O)n1Cc1cccc(NC(=S)Nc2ccc(F)cc2)c1	75	66	x	x	97	67	84	84
N#C/C(=C\c1ccccn1)c1nc2cc(Br)ccc2s1	85	93	81	96	74	98	87	76
O=C(CCN1C(=O)/C(=C/c2ccc(F)cc2)SC1=S)N1CCOCC1	48	43	24	35	89	-11*	63	61
CCOC(=O)OC(C#N)c1cccc(OC)c1OC (configuration not stated)	102	105	107	107	x	113	x	126
C=C1C(=O)O[C@H]2[C@H]1CC/C(C=Nc1ccc(OC)c(C(N)=O)c1O)=C\CC[C@@]1(C)O[C@@H]21	51	64	55	63	90	42	86	94
Cc1c(-c2csc3nnc(-c4ccccc4)n23)no[n+]1[O-]	100	104	101	110	93	116	104	97
CCCCC(CO)ON=C(C)C (configuration not stated)	88	100	101	97	111	110	104	110
Oc1ccc2ccccc2c1C1NN=C(c2ccccc2)S1 (configuration not stated)	17	19	21	2.4*	58	3.9*	20	39
COc1ccc(C2CC(c3ccc(C)cc3C)=NN2c2ccc(S(=O)(=O)NC(=S)NCc3ccccc3)cc2)cc1 (configuration not stated)	66	68	81	x	86	94	79	106
O=C1CCCN1Cc1ccccc1	99	104	109	88	98	106	103	97
COc1cc(/C=C/C(C)=O)ccc1OCc1ccc(C(C)(C)C)cc1	74	39	41	67	80	60	84	84
CC1(C)CCC(=O)c2ccccc21	104	101	105	93	113	119	103	106
C(=N\OCCc1ccccc1)/c1ccncc1	99	111	105	106	x	97	107	97
CN(C)c1ccc(-c2cc(-c3ccc(Cl)cc3)nc3nc4ccccc4n23)cc1	82	77	65	x	138	104	103	91
CC1(C)CC(=O)NC1=O	94	95	91	96	112	100	104	106
Clc1ccc(Nc2nc(Cl)nc(NC3CCCC3)n2)cc1	91	111	91	88	107	104	107	81
CCOC(=O)C[C@@H]1C(=O)N2CC[C@]3(C(=O)Nc4ccccc43)[C@H]2C[C@@H]1C(=O)OCC	92	93	97	102	93	97	117	108
COc1ccc2[nH]cc(-c3nc(N)nnc3-c3cn(C)c4ncc(Br)cc34)c2c1	4.8*	3.0*	48	3.0*	28	-8.1*	-38*	21
CC(CO)CC(C)(C)C (configuration not stated)	94	110	107	x	106	113	110	112
O=C=Nc1ccccc1[N+](=O)[O-]	79	104	97	99	93	104	x	103
O=c1oc2cc(O)ccc2cc1-c1cc2ccc(O)cc2oc1=O	126	100	109	63	98	x	105	97
CCc1oc2ccccc2c1C(=O)c1cc(Br)c(O)c(Br)c1	69	x	62	x	x	6.3*	35	59
O=S(=O)(O)C(O)CC=C(C(O)S(=O)(=O)O)C(O)S(=O)(=O)O (configuration not stated)	104	86	100	101	90	107	100	106
N#CC1(Nc2ccc(-c3ccc(Cl)cc3)cc2)CCCC1	95	90	x	121	109	114	89	92
Cc1c(-n2cc(-c3ccccc3)c3c2ncn2nc(-c4ccc(Cl)cc4)nc32)c(=O)n(-c2ccccc2)n1C	71	69	65	108	86	67	172	77
Clc1ccccc1[C@@H]1C[C@@H]2Cc3cc(Br)c4ccccc4c3N1O2	13	10	65	3.1*	28	4.2*	50	39
CCOC(=O)c1c(C)nc2c(c1N)/C(=C/c1ccc(OC)c(O)c1)C(=O)N2c1ccc(OC)cc1	70	78	101	51	97	108	69	94
CN(CCN(C)Cc1occc(=O)c1O)Cc1occc(=O)c1O	90	114	95	99	97	89	110	101
COc1ccc(C2NC(=O)NC=C2C(=O)c2cc3ccccc3oc2=O)cc1 (configuration not stated)	x	88	79	77	87	58	79	89
COc1ccc2c(c1)CC[C@@H]1[C@@H]2CC[C@]2(C)C(=O)CC[C@@H]12	114	115	105	80	x	100	92	116
CCCCCCN1C(=O)C2(NCc3c(nc4c(c(C)nn4-c4ccccc4)c3-c3ccc(C)cc3)N2)c2ccccc21 (configuration not stated)	81	96	87	75	82	103	98	101
Cc1ccc(-c2nc(C#N)c(S(=O)(=O)N(C)CCO)o2)cc1	40	25	67	11	99	46	77	81
c1ccc(-c2nnc3oc(-c4cccs4)nn23)cc1	77&84	59&107	93&108	57&68	118&117	83&81	110&113	124&111
Cc1cnc(C2OCCO2)c2cccc(N)c12	94	94	94	96	99	103	100	110
CCOC(=O)C1=C(c2ccccc2)N=c2s/c(=C/c3ccc(Br)cc3)c(=O)n2C1c1ccc(OC)cc1 (configuration not stated)	78	97	79	97	81	92	92	82
c1ccc(-c2cc(-c3ccccc3)c(-c3ccccc3)o2)cc1	104	87	105	86	133	130	107	116
CCOC(OCC)c1ccc(-n2c(N)c(C#N)cnc2=S)c2c1OC2=NC=C(C#N)C#N	97	96	93	98	x	118	104	110
CCOC(=O)CO/N=C(C)/C=C/c1ccc(Br)cc1	89	65	67	77	101	91	90	104
CC(=O)Nc1ccc(C(=O)CN2CCOCC2)cc1	99	101	113	92	102	110	116	113
CC(C)CC(NC(=O)C(O)C(N)Cc1ccccc1)C(=O)O (configuration not stated)	90	63	96	92	114	x	88	108
N#C/C(C(=O)Nc1ccccc1)=c1\s/c(=C\Nc2ccccc2F)c(=O)n1-c1ccccc1	80	87	109	90	92	82	94	99
Cn1ncc2c(=O)[nH]c(N)nc21	104	92	103	87	121	110	104	103
CC(C)C1=C[C@@]23CC[C@@H]4[C@](C)(CCC[C@@]4(C)C(=O)N4CCCNCC4)[C@H]2C[C@@H]1[C@H]1C(=O)CCC(=O)[C@H]13	90	94	100	x	106	101	104	109
O=[N+]([O-])c1ccc(NC(=S)NCCNC(=S)Nc2ccc([N+](=O)[O-])cc2)cc1	80	48	55	88	106	72	97	90

Shown with bars between the fields: two of the compounds above
Structure | MCF7 | K-562 | T-47D | SR | HS 578T | MDA-MB-468 | BT-549 | MDA-MB-231
CN(CCN(C)Cc1occc(=O)c1O)Cc1occc(=O)c1O | 90 | 114 | 95 | 99 | 97 | 89 | 110 | 101
Cn1ncc2c(=O)[nH]c(N)nc21 | 104 | 92 | 103 | 87 | 121 | 110 | 104 | 103

Returning to the listing; the 2 compounds before the break are reprinted first.
SMILES	MCF7	K-562	T-47D	SR	HS 578T	MDA-MB-468	BT-549	MDA-MB-231
CC(C)C1=C[C@@]23CC[C@@H]4[C@](C)(CCC[C@@]4(C)C(=O)N4CCCNCC4)[C@H]2C[C@@H]1[C@H]1C(=O)CCC(=O)[C@H]13	90	94	100	x	106	101	104	109
O=[N+]([O-])c1ccc(NC(=S)NCCNC(=S)Nc2ccc([N+](=O)[O-])cc2)cc1	80	48	55	88	106	72	97	90
O=C1Nc2ccccc2C12OCCS2 (configuration not stated)	99	101	95	x	98	105	104	100
COCOc1cc2oc(C(=O)N[C@@H](Cc3ccccc3)C(O)C(=O)NCCc3ccc(OC)cc3)c(C)c(=O)c2cc1OCOC (some centres not stated)	97	83	103	x	104	102	115	104
COc1ccc(/C=C/C(=O)c2cccc(OCCCOc3cccc(C(=O)/C=C/c4ccc(OC)cc4)c3)c2)cc1	77	65	63	104	93	x	92	79
O=C(O)c1cnccn1	97	97	119	100	x	105	112	108
O=C(/C=C/c1ccc(C(F)(F)F)cc1)c1ccc(Nc2nc(NCCO)nc(Nc3ccc(Cl)cc3)n2)cc1	-43*	13	24	21	72	69	58	59
CCOc1ccc(NC2=C(Cl)C(=O)c3nc(C)ccc3C2=O)cc1	-67*	-4.2*	-44*	-27*	49	-95*	46	-72*
COC(=O)c1c(C)nc(C)c2c1C(=O)C(Br)=C(NCc1ccccc1)C2=O	-30*	21	14	27	76	-21*	51	15
O=C(CCCN1CC=C(n2c(=O)[nH]c3ccccc32)CC1)c1ccc(F)cc1	91&96	44&59	93&97	73&93	101&95	81&107	87&105	101&103
CC1OC(O[C@H]2CC[C@]3(C)[C@H]4CC[C@@H]5[C@H]6[C@H]7OC[C@@]6(CCC7(C)C)CC[C@@]5(C)[C@]4(C)CC[C@H]3C2(C)C)C[C@@H](O)[C@H]1O (some centres not stated)	98	105	92	123	105	97	98	103
CCOC(=O)c1csc(-c2csc(CCNC(=O)c3ccccc3)n2)n1	100	128	96	119	104	115	99	96
O=[N+]([O-])c1ccc(OCCN(Cc2ccccc2)Cc2ccccc2)c([N+](=O)[O-])c1	73	68	50	81	71	62	x	44
NS(=O)(=O)c1ccc(CCN2C(=O)/C(=C\c3ccc(Cl)cc3)C=C2c2ccc(Cl)cc2)cc1	87	94	93	89	104	102	98	88
CCN(CC)CCSc1ccnc(N)n1	94	92	82	99	106	117	102	111
COc1ccc(CCC2COCC2C2CC2)cc1 (configuration not stated)	97	90	86	x	93	107	89	103
C=CCn1c(SCC(=O)Nc2ccc(C(=O)/C=C/c3cc(OC)c(OC)c(OC)c3)cc2)nnc1-c1ccccc1	14	49	79	33	102	82	96	99
N#CSc1ncnc2nc[nH]c12	31	13	52	24	78	x	73	68
O=c1oc2ccc(Br)cc2c(=O)n1-c1ccc(F)cc1F	2.3*	9.7*	-9.1*	x	5.3*	-3.0*	x	14
COc1ccc(CCNC(=O)C(O)C(Cc2ccccc2)NC(=O)c2[nH]c3ccccc3c(=O)c2C)cc1 (configuration not stated)	93	101	101	x	104	101	102	107
O=C(Cn1nncc1CN1C(=O)CSC1=O)Nc1ccccc1	98	99	108	106	97	105	105	103
CCOC(=O)c1nnn(-c2ccc(OC)cc2)c1-c1cc(OC)c(OC)c(OC)c1	87	100	103	87	99	100	112	100
O=C1C2C3C=CC(O3)C2C(=O)N1c1ccccc1 (configuration not stated)	77&102	92&110	99&107	105&127	104	101	116&95	97
CC1/C=C/C=C/C=C/C=C/C=C/C=C/C=C/C(O[C@@H]2O[C@H](C)[C@H](O)[C@@H](O)[C@@H]2N)CC(O)C(C(=O)O)C(O)CC(=O)CC(O)CC(O)CC(O)CC(=O)CCCC(=O)CC(=O)OC1C(C)CC(C)C(O)CC(=O)c1ccc(N)cc1 (some centres not stated)	-87*	x	-87*	-63*	-53*	-90*	-93*	-95*
CC1(C)S[C@@H]2[C@H](NC(=O)[C@@H](N)c3ccc(O)cc3)C(=O)N2[C@H]1C(=O)O	101	115	95	x	116	108	105	99
C=CC(=O)Nc1cccc(-c2nc(SC)nc(NCCN3CCOCC3)c2C#N)c1	73	88	93	x	83	98	88	88
CC(=O)OC1C=CC(OC(C)=O)O1 (configuration not stated)	88	91	88	101	87	101	x	98
O=C(O)c1cccc2c1-c1ccccc1C(Br)C2Br (configuration not stated)	101	95	98	100	101	108	122	124
COc1ccc(/C(C)=N/N=C2C(=O)N(Cc3ccccc3)c3ccc(Cl)cc32)cc1S(N)(=O)=O	72	58	29	x	81	51	64	78
O=C(CCCl)c1ccc(Oc2ccccc2)cc1	89	81	71	72	84	70	83	78

Four structures from above, arranged by molecular weight, descending:
SMILES	MCF7	K-562	T-47D	SR	HS 578T	MDA-MB-468	BT-549	MDA-MB-231
COc1ccc(/C(C)=N/N=C2C(=O)N(Cc3ccccc3)c3ccc(Cl)cc32)cc1S(N)(=O)=O	72	58	29	x	81	51	64	78
C=CC(=O)Nc1cccc(-c2nc(SC)nc(NCCN3CCOCC3)c2C#N)c1	73	88	93	x	83	98	88	88
O=C(O)c1cccc2c1-c1ccccc1C(Br)C2Br (configuration not stated)	101	95	98	100	101	108	122	124
O=C1C2C3C=CC(O3)C2C(=O)N1c1ccccc1 (configuration not stated)	77&102	92&110	99&107	105&127	104	101	116&95	97

For convenience, part of the list above.
SMILES	MCF7	K-562	T-47D	SR	HS 578T	MDA-MB-468	BT-549	MDA-MB-231
Oc1ccc2ccccc2c1C1NN=C(c2ccccc2)S1 (configuration not stated)	17	19	21	2.4*	58	3.9*	20	39
COc1ccc(C2CC(c3ccc(C)cc3C)=NN2c2ccc(S(=O)(=O)NC(=S)NCc3ccccc3)cc2)cc1 (configuration not stated)	66	68	81	x	86	94	79	106
O=C1CCCN1Cc1ccccc1	99	104	109	88	98	106	103	97
